# Source: PubChem (National Center for Advancing Translational Sciences (NCATS))
# GFP derepression – epigenetic GFP locus derepression in mouse cells | Potency, µM (doses to about 46.1 µM), inactives show top-dose GFP derepression (activation) | mouse C127i GFP locus derepression, cytometry, 30 h | actives 0.09% (n = 68,000) | AID 597; also: % of control where 0% means no effect
#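 Locus derepression in mouse mammary C127i cells whose integrated CMV-GFP reporter is normally silent; GFP expression after 30 h compound treatment was quantified by counting fluorescent cells.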
# A350 fluor – A350 region autofluorescence; Compound autofluorescence, 340/450 nm, Alexa 350 dye-equivalents; hits give high values; actives 11% (n = 59,000); max dye-equivalent concentration, M; in the data active = max dye-equivalent concentration above about 10 nM; inconclusive = mostly about 1.1 nM to 9.6 nM
# Fluorescein autfl – compound autofluorescence in fluorescein spectral region | Compound autofluorescence, 480/540 nm, fluorescein-equivalent; hits give high values | max fluorescein-equivalent concentration, M | actives 0.91% (n = 59,000) | AID 593; in the data active = max fluorescein-equivalent concentration above about 10 nM; inconclusive = between about 1.1 nM and that limit
#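 Compounds (23 nL) in 100 mM Tris pH 8.0, 15 min at room temperature, then fluorescence read at 480 nm excitation/540 nm emission. Signal converted to fluorescein-equivalent concentration from an on-plate fluorescein standard curve.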
# HEK293 cAMP cs – raises cAMP in parental HEK293 cells, TSHR agonist counter-screen | parental HEK293 CNG cAMP sensor, membrane potential fluorescence | Potency, µM (series often up to 57.1 µM), for inactives: at the highest dose activation, hits mostly activators | actives 2.5% (n = 73,000) | AID 938; also: potency is read from the fitted curve at half-maximal effect; % of control where 0% means no effect; nearly all actives have a fitted effect of over 55% in size
#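 Parental HEK 293 cells stably expressing a modified CNG channel (no TSHR) report cAMP rise as membrane depolarization. Membrane potential dye with 100 uM RO 20-1724 was loaded for 60 min at room temperature, then compound added for 30 min; fluorescence read at 590 nm.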
# USP2a inhib – blocks human ubiquitin-specific protease USP2a; O75604; USP2a enzymatic assay, qHTS inhibition; Potency, µM (highest dose often 38.3 µM), for the others: top-dose activity change, negative = inhibition, hits mostly inhibitors; actives 0.1% (n = 60,000); AID 927;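 also: potency is read from the fitted curve at half-maximal effect; nearly all actives have a fitted effect of over 60% in size; plate controls were DMSO for no effect and NEM full inhibition control for full effect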
#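 Inhibition is measured in a cell-free coupled assay with 20 nM USP2 core, 20 nM Ub-PLA2 and 20 uM NBD C6-HPC, 2.5 h incubation. Activity normalized to NEM control.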
# Caspase-1 inhib – blocks human caspase-1 allosterically or competitively; Caspase-1 enzyme, Ac-WEHD-AFC fluorogenic rate; Potency, µM (top dose mostly 57.5 µM), for inactives: at the highest dose activity change, negative = inhibition, actives largely listed as inhibitors; actives 0.03% (n = 75,000); AID 900;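 also: potency is read from the fitted curve at half-maximal effect; plate controls were vehicle for no effect and no substrate for full effect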
# 4MU fluor – compound fluoresces in the 4-MU spectral region | compound autofluorescence, 340/450 nm, 4-MU equivalents; hits give high values | max dye-equivalent concentration, M | actives 11% (n = 59,000) | AID 589; in the data active = max dye-equivalent concentration above about 10 nM; inconclusive = mostly about 1.1 nM to 9.6 nM
#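 Compounds in 100 mM Tris, pH 8.0, incubated 15 min at room temperature, then fluorescence read at 340 nm excitation/450 nm emission. Signal converted to 4-MU dye-equivalent concentration using an on-plate six-point 4-MU standard curve.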
# BRCT PPI green – inhibitors of human BRCA1 BRCT-phosphoprotein interaction (green fluorophore). BRCA1 BRCT-phosphopeptide binding, green fluorescence polarization. actives 0.05% (n = 75,000). P38398. AID 875. Potency, µM (titrated, usually from 76.9 µM), inactives show top-dose activity change, negative = inhibition, most hits filed as inhibitors;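 also: potency is read from the fitted curve at half-maximal effect; plate controls were peptide without protein for full effect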
#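 Fluorescence polarization: His-tagged BRCT (~35 kDa BRCA1 C-terminus, 250 nM) bound to 100 nM fluorescein-labeled phosphorylated 10-aa BACH1 peptide, pH 7.3 phosphate buffer with DTT and Tween 20. Compounds incubated 12 min at room temperature; inhibition read as lowered polarization.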
# UbGFP stabilizer – inhibits proteasome, raising ubiquitin-GFP reporter fluorescence; Ubiquitin-GFP reporter cells, proteasome inhibition, GFP fluorescence; response scale: untreated = 0%, 10 µM MG-132 = 100%; Potency, µM (doses to about 45.9 µM), for the others: at the top dose activation (GFP accumulation), most hits filed as activators; 67,000 tested, under 10 active; AID 526; active = well fitted activation curve with a large enough effect, not every such curve was filed as active; inconclusive = small, poorly fitted or top-dose-only effect, or another doubt; inactive = no such curve, though single readings can be large or run the other way; also: potency is read from the fitted curve at half-maximal effect
#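 U2OS cells stably expressing ubiquitin(G76V)-GFP, seeded overnight in 0.5% FBS medium, were exposed to compounds (qHTS, 46 uM to 2.9 nM) for 4 hr at 37 °C. GFP-positive cells were counted by laser cytometry (488 ex/515 em), normalized between basal and 10 uM MG-132.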
# BRCT PPI red – inhibitors of human BRCA1 BRCT-phosphoprotein interaction (red fluorophore). P38398. BRCT-phosphopeptide binding, red fluorescence polarization. Potency, µM (doses to about 76.9 µM), inactives show at the highest dose activity change, negative = inhibition, usual class: inhibitors. actives 0.03% (n = 75,000); also: % is scaled to controls: 0 for no effect and ±100 for the full control effect
#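 Fluorescence polarization: 100 nM His-tagged BRCA1 BRCT with 100 nM TAMRA-labelled phospho-BACH1 decapeptide, phosphate buffer pH 7.3 with 150 mM NaCl, DTT, 0.01% Tween 20; 12 min RT. Binding inhibition seen as FP decrease.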
# Casp7 inh – caspase-7 (human) inhibition, allosteric or competitive | P55210 | recombinant caspase-7, Ac-DEVD-AFC fluorescence rate | Potency, µM (titrated, usually from 57.5 µM), inactives show top-dose activity change, negative = inhibition, most hits filed as inhibitors | actives 0.02% (n = 75,000); active = well fitted inhibition curve with a large enough effect in the main read-out, with a control signal flat, not every such curve was filed as active; inconclusive = small, poorly fitted or top-dose-only effect, or a change in a side signal; also: potency is read from the fitted curve at half-maximal effect; % of control where 0% means no effect
# * = called active by the depositor; i = inactive; ? = inconclusive; . = not tested or not shown; [ ] = dose if it differs, or a comment. Unless noted, calls follow the shape of the dose curve; as a rule, active = well fitted curve in the direction sought with a large enough effect; inconclusive = small, poorly fitted or top-dose-only effect, or another doubt; inactive = no such curve, though single readings can be large; an effect the other way counts as inactive or inconclusive. Not all compounds are listed; count on the stated rates, not on these rows.
SMILES,GFP derepression,A350 fluor,Fluorescein autfl,HEK293 cAMP cs,USP2a inhib,Caspase-1 inhib,4MU fluor,BRCT PPI green,UbGFP stabilizer,BRCT PPI red,Casp7 inh
COC(=O)c1ccc(COC(=O)c2ccccn2)cc1,3%,i,i,-1%,-3%,-1%,i,0.2%,0%,0.1%,-1%
CCOC(=O)C1=C(C)NC(=S)NC1c1cccc(O)c1 (stereo not drawn),1%,.,.,12%,.,-2%,.,-9.2%,-5%,-3.3%,-2%
O=C(NC1CCCCC1)C(c1ccco1)N(Cc1ccco1)C(=O)c1ccco1 (stereo not drawn),6%,i,?,16µM*,.,-2%,i,-2.7%,-1%,0.7%,-1%
Cc1cc(C)c2c(C)nn(C3CCCCC3)c2n1,0%,?,i,7%,1%,0%,i,0.1%,1%,-0.8%,-1%
CCOc1cccc(C(=O)Nc2ccc(N3CCN(S(C)(=O)=O)CC3)cc2)c1,0%,1.9e-08M*,i,-10%,0%,-5%,1.5e-08M*,2.6%,-2%,0.1%,-4%
O=C(Cc1c(O)c2ccccc2[nH]c1=O)NCc1ccccc1F,1%,i,i,-5%,.,-1%,i,0.4%,0%,-2.4%,0%
CC(C)(C)C(=O)Nc1ncc(C(F)(F)F)cc1Cl,9%,i,i,2%,-7%,-3%,i,-1.2%,-4%,-0.9%,0%
COc1ccc(N2CCN(C(=O)CSc3nnc(-c4ccc5[nH]c(C)c(C)c5c4)o3)CC2)cc1,8%,i,?,-23%,29%,-2%,i,-0.7%,-2%,1.2%,5%
CCCC(=O)Nc1ccc(C(=O)N2CCCC2)cc1,-3%,i,i,0%,-4%,-3%,i,0.2%,1%,0.0%,0%
COC(=O)c1ccc(CNC(=O)COc2ccccc2Br)o1,-3%,i,i,4%,5%,1%,i,-0.6%,0%,0.0%,-1%
O=C(OCc1cc(=O)n2cc(Br)ccc2n1)C1COc2ccccc2O1 (stereo not drawn),2%,?,i,-14%,16%,-1%,?,-0.4%,1%,-1.6%,-5%
Cc1cc(C)c(NC(=O)CS(=O)CC(=O)NCC2CCCO2)c(C)c1 (stereo not drawn),-2%,i,i,3%,-3%,-4%,i,-0.7%,-5%,-0.1%,3%
CC(C)(C)n1nnnc1C(c1cccc(C#N)c1)N1CCCc2ccccc21 (stereo not drawn),-1%,i,i,?,12%,-4%,i,-2.6%,10%,-1.4%,0%
CC1=C(C)CC2C(=O)N(c3cccc4ccccc34)C(=O)C2C1 (stereo not drawn),.,.,.,2%,.,-2%,.,-0.4%,2%,-1.6%,1%
CCOc1ccc(Br)cc1S(=O)(=O)Nc1ccccc1N1CCOCC1,-1%,i,i,?,19%,-2%,i,-1.7%,2%,-0.6%,4%
Cc1ccc(OCC(O)CN2C(=O)NC(C)(C)C2=O)cc1C (stereo not drawn),0%,.,.,7%,.,-1%,.,-1.0%,-9%,1.1%,-1%
COCc1cc(=O)n2c(-c3ccccc3OC)n[nH]c2n1,-2%,?,?,?,1%,-3%,i,0.2%,-2%,-0.5%,-1%
CCOC(=O)C(NC(=O)c1ccc(OC)cc1)(Nc1cc(C)on1)C(F)(F)F (stereo not drawn),0%,i,?,14%,-9%,0%,i,-6.6%,-5%,-1.6%,-2%
CCOC(=O)N1CCN(S(=O)(=O)c2ccc(F)c(C(=O)Nc3cc(C)cc(C)c3)c2)CC1,0%,i,?,17%,46%[activator],0%,i,0.1%,4%,0.2%,0%
COc1ccc(-c2ccc(OC)cc2C(=O)O)cc1,2%,i,i,-1%,-3%,1%,i,1.2%,-4%,1.4%,1%
CCOc1cc(C(=O)Nc2cc(=O)n(C)c(=O)n2C)cc(OCC)c1OCC,-2%,.,.,-4%[11.4 µM],1%[7.66 µM],2%,.,-0.1%,3%[9.17 µM],-1.2%,2%
CCOC(=O)c1sc(=S)n(-c2cccc(OC)c2)c1N,2%,i,i,-15%,-1%,-8%,i,0.4%,.,-1.0%,-1%
COc1ccc2occ(C(=O)c3coc4ccc(O)c(CN(C)C)c34)c2c1,0%,?,?,20%,8%,?,i,0.3%,-3%,1.4%,?
Cc1nnc(SCC(=O)Nc2cccc(C(F)(F)F)c2)n1Cc1ccco1,-2%,i,?,-1%,6%,0%,i,-3.8%,-4%,-0.2%,0%
CCOC(=O)c1[nH]c(C)c(C(=O)N(C)C)c1C,0%,i,i,2%,-9%,2%,i,-0.7%,3%,0.2%,1%
O=C(CSc1nccn1-c1ccc(F)cc1)NCc1ccc2c(c1)OCO2,6%,i,i,18%,7%,-1%,i,-1.2%,-4%,0.3%,-5%
O=C(c1ccco1)N1CCC2(CC1)CN(C(c1ccccc1)c1ccccc1)C2,0%[9.22 µM],i,i,?,63%[activator],-3%,i,-1.6%,-5%,1.1%,-2%
O=C(NCCO)c1ccc(Cc2nc3ccccc3[nH]2)cc1,.,.,.,-5%,.,-1%,.,-2.1%,.,-0.1%,-1%
C=CCOc1c(OC)cc(Cl)cc1C1NC(=O)NC(C)=C1C(C)=O (stereo not drawn),-5%,i,?,9%,2%,0%,i,1.1%,0%,-1.9%,-1%
CN1CC[n+]2c(CN3C(=O)c4ccccc4C3=O)csc21,0%,i,?,-2%,5%,2%,i,-3.3%,1%,-0.5%,0%

# Reformatted: results already given.
# Values run as follows: GFP derepression, A350 fluor, Fluorescein autfl, HEK293 cAMP cs, USP2a inhib, Caspase-1 inhib, 4MU fluor, BRCT PPI green, UbGFP stabilizer, BRCT PPI red, Casp7 inh
CCOC(=O)c1sc(=S)n(-c2cccc(OC)c2)c1N
→ 2%, i, i, -15%, -1%, -8%, i, 0.4%, ., -1.0%, -1%
CCOC(=O)N1CCN(S(=O)(=O)c2ccc(F)c(C(=O)Nc3cc(C)cc(C)c3)c2)CC1
→ 0%, i, ?, 17%, 46%[activator], 0%, i, 0.1%, 4%, 0.2%, 0%
CCOc1cc(C(=O)Nc2cc(=O)n(C)c(=O)n2C)cc(OCC)c1OCC
→ -2%, ., ., -4%[11.4 µM], 1%[7.66 µM], 2%, ., -0.1%, 3%[9.17 µM], -1.2%, 2%

# Individual results from the list.
# Casp7 inh result of `O=C(NCCO)c1ccc(Cc2nc3ccccc3[nH]2)cc1` = -1%
# Caspase-1 inhib result of `C=CCOc1c(OC)cc(Cl)cc1C1NC(=O)NC(C)=C1C(C)=O` (stereo not drawn) = 0%
# BRCT PPI green result of `COCc1cc(=O)n2c(-c3ccccc3OC)n[nH]c2n1` = 0.2%
# USP2a inhib result of `O=C(c1ccco1)N1CCC2(CC1)CN(C(c1ccccc1)c1ccccc1)C2` = 63%[activator]
# Casp7 inh result of `COc1ccc(-c2ccc(OC)cc2C(=O)O)cc1` = 1%
# BRCT PPI red result of `CCOc1cc(C(=O)Nc2cc(=O)n(C)c(=O)n2C)cc(OCC)c1OCC` = -1.2%
# USP2a inhib result of `CN1CC[n+]2c(CN3C(=O)c4ccccc4C3=O)csc21` = 5%

# Later entries
SMILES,GFP derepression,A350 fluor,Fluorescein autfl,HEK293 cAMP cs,USP2a inhib,Caspase-1 inhib,4MU fluor,BRCT PPI green,UbGFP stabilizer,BRCT PPI red,Casp7 inh
Cc1ccc2c(c1)[nH]c1c(N3CCN(Cc4ccccc4)CC3)ncnc12,4%,i,?,?,29%,-3%,i,-0.4%,6%,-1.4%,-2%
COc1cc2cc3c(N)c(C(=O)NCc4ccco4)sc3nc2cc1OC,-1%,i,?,0%,28%,-7%,i,0.7%,-4%,-0.5%,-6%
O=C(c1cc2ccccc2o1)N1CCN(c2ccccc2Cl)CC1,1%,1e-08M*,i,16%,-6%,-2%,?,-1.8%,-6%,-0.4%,-2%
C[N+]1(C)CCC[C@H]1C(=O)[O-],0%[20.6 µM],?,i,2%[25.6 µM],0%[17.1 µM],0%[25.7 µM],i,-1.1%[34.4 µM],1%[20.5 µM],-0.2%[34.4 µM],0%[25.7 µM]
Brc1cccc(-c2nnc3n2CCCCC3)c1,2%,1.6e-08M*,i,2%,-1%,-1%,1.4e-08M*,-2.8%,2%,0.2%,-2%
O=C(O)c1c(F)c(F)cc2ccccc12,6%,i,i,13%,0%,2%,i,-1.4%,-7%,0.4%,-2%
CCOc1ccc(N2CCCn3c2nc2c3c(=O)n(CCc3ccccc3)c(=O)n2C)cc1,3%,1.5e-08M*,i,?,7%,-3%,1.6e-08M*,-2.0%,-1%,0.8%,-3%
